aGlu spleen mod – qHTS Assay for Inhibitors and Activators of Human alpha-Glucosidase From Spleen Homogenate; human spleen homogenate, 4-MU-alpha-glucoside fluorescence; AID 2112, 2009; 0.006% of 240,000 active; Lysosomal alpha-glucosidase (Homo sapiens), P10253; Potency, µM (highest dose often 79.9 µM), without a hit: at the top dose activity change, negative = inhibition, actives largely listed as inhibitors;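 also: 0% = enzyme with vehicle and -100% = no enzyme basal signal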
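Human spleen homogenate (1 ug) with 4-methylumbelliferyl-alpha-D-glucopyranoside (1 mM final) in 50 mM citrate/phosphate pH 5.0, 0.01% Tween-20; 40 min at 37 C. Stopped at pH 10; 4-MU fluorescence Ex 365/Em 440 nm; AC50 by Hill fit.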
HTT aggregate – qHTS Multiplex Assay to Identify Dual Action Probes in a Cell Model of Huntington: Aggregate Formation (GFP); PC12 HttQ103-GFP aggregates, Acumen cytometry, 40 h; AID 1688, 2009; Potency, µM (top dose mostly 46.1 µM), for inactives: at the top dose activity change, negative = inhibition, actives largely listed as inhibitors; 1.1% of 220,000 active; also: % is scaled to controls: 0 for no effect and ±100 for the full control effect; nearly all actives have a fitted effect of over 60% in size
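Inducible Q103 Huntingtin exon 1–GFP PC12 line, 1500 cells/well in phenol red free DMEM with 5% equine and 5% calf serum. Tebufenozide 100 nM induced expression; compounds titrated; aggregates quantified by cytometry.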
GAA glycogen – qHTS Assay for Inhibitors and Activators of Human alpha-Glucosidase Cleavage of Glycogen; 0.38% of 300,000 active; Potency, µM (titrated, usually from 76.4 µM), for the others: at the highest dose activity change, negative = inhibition, hits mostly inhibitors; recombinant GAA, glycogen substrate, Amplex Red glucose oxidase fluorescence;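 also: 0% = full enzyme reaction and -100% = no-enzyme basal signal; the screen sought inhibitors and activators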
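Recombinant human alpha-glucosidase (4 nM final) hydrolysed bovine liver glycogen (30 ug) for 40 min at 37 C in pH 5.0 citrate/phosphate with 0.01% Tween-20. Released glucose detected by glucose oxidase/Amplex Red, Ex 573/Em 610 nm. Compounds up to 77 uM; AC50 from Hill fits.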
GAA inh – qHTS Assay for Inhibitors of Human alpha-Glucosidase as a Potential Chaperone Treatment of Pompe Disease. purified human GAA, 4-MU-alpha-glucoside fluorescence. Potency, µM (highest dose often 76.9 µM), for inactives: at the top dose activity change, negative = inhibition, usual class: inhibitors. 0.005% of 200,000 active. AID 1466, 2008;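 also: plate controls were uninhibited enzyme wells for no effect and no-enzyme background for full effect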
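Fluorogenic assay: 4 nM human alpha-glucosidase with 400 uM 4-methylumbelliferyl-alpha-D-pyranoside in 50 mM citrate/phosphate, 0.005% Tween-20, pH 5.0, 20 min at room temperature. Compounds tested up to 77 uM; AC50 from Hill fits.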
GoLoco inh red – qHTS Assay for Inhibitors of RGS12 GoLoco Motif Activity (Red Fluorophore); Gai1:RGS12 GoLoco peptide FP, rhodamine, 10 min; 0.44% of 230,000 active; AID 880, 2007; Guanine nucleotide-binding protein G(i) subunit alpha-1 (Homo sapiens), P63096; Potency, µM (top dose mostly 61.6 µM), for the others: at the top dose activity, negative = inhibition, usual class: inhibitors; active = well fitted inhibition curve with a large enough effect, not every such curve was filed as active; inactive = no such curve, though single readings can be large or run the other way; also: % is scaled to controls: 0 for no effect and ±100 for the full control effect; nearly all actives have a fitted effect of over 30% in size; many of its hits are not listed in these tables
Target sequence (P63096 whole entry, looked up): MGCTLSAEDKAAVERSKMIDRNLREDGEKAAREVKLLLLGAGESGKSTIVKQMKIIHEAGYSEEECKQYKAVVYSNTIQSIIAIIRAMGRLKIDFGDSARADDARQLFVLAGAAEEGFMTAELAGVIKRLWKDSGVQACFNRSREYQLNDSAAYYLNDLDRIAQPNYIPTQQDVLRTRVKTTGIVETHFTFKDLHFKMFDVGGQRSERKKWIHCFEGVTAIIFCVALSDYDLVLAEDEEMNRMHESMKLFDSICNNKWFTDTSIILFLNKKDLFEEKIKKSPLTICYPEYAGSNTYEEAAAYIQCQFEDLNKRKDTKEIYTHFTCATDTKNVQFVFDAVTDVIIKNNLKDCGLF
IMPase Li cell – qHTS Assay for Identifying the Cell-Membrane Permeable IMPase Inhibitors: Potentiation with Lithium; CHO-M1 cells, IP1 TR-FRET (IP-One), carbachol + lithium; Potency, µM (highest dose often 59.4 µM), for the others: at the highest dose activity, negative = IMPase inhibition, actives largely listed as inhibitors; 0.35% of 210,000 active; AID 1457, 2008;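 also: IP1 builds up when IMPase is blocked and the TR-FRET signal falls; plate controls were basal vehicle for no effect and high inhibitor control for full effect; nearly all actives have a fitted effect of over 50% in size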
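CHO-M1, 2000 cells/well, 16–30 h culture; cpd + low Li+, 30 min 37C; lysis with d2-IP1/Eu-anti-IP1 Ab, 10 min RT; TR-FRET 665/620 ratio and 620 channel; AC50 via Hill.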
HTT cytoprotect – qHTS Multiplex Assay to Identify Dual Action Probes in a Cell Model of Huntington: Cytoprotection (ATP) | PC12 HTT-Q103 induced, cytoprotection, ATP luminescence, 40 h | Potency, µM (doses to about 56.4 µM), for inactives: cytoprotection (ATP increase), hits mostly activators | 0.14% of 230,000 active | AID 1471, 2008;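 also: % of control where 0% means no effect; nearly all actives have a fitted effect of over 45% in size; toxic huntingtin expression switched on by the ecdysone agonist tebufenozide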
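Stable PC12 Q103-GFP cells in serum-supplemented, phenol red-free DMEM; induction by tebufenozide at 100 nM final; compound dose series; cell viability quantified luminescently from ATP.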
An asterisk follows results filed as active; ? = inconclusive; / = not tested or not shown; [ ] = dose if it differs, or a comment. Unless noted, calls follow the shape of the dose curve; as a rule, active = well fitted curve in the direction sought with a large enough effect; inconclusive = small, poorly fitted or top-dose-only effect, or another doubt; inactive = no such curve, though single readings can be large; an effect the other way counts as inactive or inconclusive. Potency is read from the fitted curve at half-maximal effect.

SMILES	aGlu spleen mod	HTT aggregate	GAA glycogen	GAA inh	GoLoco inh red	IMPase Li cell	HTT cytoprotect
CNC(=O)C(=O)N/N=C/c1cccnc1	-2%	7%[9.22 µM]	3%	/	-14%	/	-10%[10 µM]
S=c1[nH]c2ccccc2o1	-11%	-3%[9.22 µM]	-12%	?	25%	-4%	-39%[inhibitor][1.9 µM]
COCCN(C(=O)CCC(=O)Nc1ccccn1)C(C(=O)NC1CCCC1)c1ccc(OC)cc1 (configuration not stated)	-1%	1%	4%	-3%	-1%	-5%	4%[10 µM]
O=S(=O)(NCC(c1cccnc1)N1CCOCC1)c1ccc(Cl)cc1 (configuration not stated)	-16%	0%	2%	8%	15%	0%	-2%
O=C(Cn1cncn1)N/N=C/c1cc([N+](=O)[O-])ccc1O	-8%	9%[9.22 µM]	9%	/	5%	/	26%[10 µM]
COc1ccc(N(C)C(=S)Oc2ccc(C(=O)Nc3ccccc3)cc2)cc1	-3%	1%	0%	-12%	7%	14%[38.3 µM]	?
CC1CCCN(C(=O)CN2CCC(c3nc4ccc(Cl)cc4[nH]3)CC2)C1 (configuration not stated)	-5%	-11%[9.22 µM]	2%	/	0%	/	24%[10 µM]
CC(=O)Nc1ccc(C(=O)OCc2ccc(F)cc2)cc1	2%	0%	-5%	-11%	-8%	-8%	-27%
CN1CCC(OC(=O)COc2ccc(Br)cc2)CC1	-18%	8%	-15%	1%	6%	31%[activator]	-9%
COc1ccc(C(=O)c2c(NC(C)=O)sc3c2CCN(C(=O)OC(C)(C)C)C3)cc1	-23%	29%[9.22 µM]	-2%	/	-12%	/	14%[10 µM]
Cc1ccccc1CSCc1nc2ccccc2[nH]1	-6%	-15%	11%	?	17%	8%	4%[10 µM]
Cn1c(=O)[nH]c(=O)c2c1nc(N1CCCCCC1)n2CCSc1nc2ccccc2o1	-2%	3%[9.22 µM]	2%	/	2%	-2%	1%[10 µM]

5 entries already listed, sorted by their value in GAA glycogen, largest number first.
Structure,GAA glycogen
COCCN(C(=O)CCC(=O)Nc1ccccn1)C(C(=O)NC1CCCC1)c1ccc(OC)cc1 (configuration not stated),4%
CNC(=O)C(=O)N/N=C/c1cccnc1,3%
Cn1c(=O)[nH]c(=O)c2c1nc(N1CCCCCC1)n2CCSc1nc2ccccc2o1,2%
S=c1[nH]c2ccccc2o1,-12%
CN1CCC(OC(=O)COc2ccc(Br)cc2)CC1,-15%

Next section
SMILES	aGlu spleen mod	HTT aggregate	GAA glycogen	GAA inh	GoLoco inh red	IMPase Li cell	HTT cytoprotect
CN1CCN(c2ccc(NC(=O)CSc3ccccc3)cc2F)CC1	-2%	3%	2%	-2%	-6%	14%[38.3 µM]	-3%[10 µM]
COC(=O)c1ccc(Nc2cc(C)nc3ccccc23)cc1	-7%	2%[9.22 µM]	0%	4%[15.4 µM]	12%	/	-3%[10 µM]
N#CCCN(/N=C/c1cccnc1)C1=NS(=O)(=O)c2ccccc21	-5%	11%	2%	-5%	-11%	9%	-20%
Cc1nn(-c2ccccc2)c2sc(C(=O)OCn3nnc4ccccc4c3=O)cc12	-1%	?	-17%	2%	3%	-4%	-7%[10 µM]
COc1ccc(F)cc1C(=O)C1CCCN(Cc2c[nH]c3ccccc23)C1 (configuration not stated)	2%	?	5%	8%	11%	28%	-83%[inhibitor][10 µM]
O=C(NCc1ccc2c(c1)OCO2)c1ccc(NS(=O)(=O)c2ccc3c(c2)OCCO3)cc1	1%	-10%	-3%	7%	2%	-6%	-26%[0.074 µM]
CCC1CN2CCC1CC2[C@@H](NC(=S)Nc1cc(C(F)(F)F)cc(C(F)(F)F)c1)c1cccc2ccc(OC)cc12 (some centres not stated)	-4%	/	/	/	5%	-1%	-39%[inhibitor]
O=C(C[n+]1ccccc1)N/N=C/c1ccccc1[N+](=O)[O-]	1%	10%	7%	5%	14%	13%	0%
COc1cc(CNCCc2ccc(S(N)(=O)=O)cc2)ccc1OCC(=O)N1CCCCC1	-6%	3%	-4%	4%	-2%	13%	13%[10 µM]
Cc1ccc(NC(=O)Cn2cccc2)cc1	3%	-7%	-8%	2%	4%	-5%	-48%[inhibitor]
Cc1cc(C)nc(Nc2n[nH]c(COc3ccc4ccccc4c3)n2)n1	-4%	-4%	-2%	4%	-4%	-8%[38.3 µM]	-9%
CCOC(=O)C1CCN(C(=O)COc2ccc(Cl)cc2C)CC1	-18%	-9%	6%	-1%	-10%	41%[activator][38.3 µM]	-1%
Nc1ccc(-c2nc3cc([N+](=O)[O-])ccc3o2)cc1	4%	44%[9.22 µM]	2%	/	12%	/	-26%[10 µM]
CCOC(=O)c1c(NC(=O)CSc2nnnn2-c2ccc(OC)cc2)sc(C)c1C	0%	9%	-10%	-13%	-22%	38%[38.3 µM]	-2%
COc1cccc(NC(=O)CSc2nc3ccccc3n2C)c1	-3%	27%	7%	12%	9%	3%	-28%
O=C(CC(SCCO)c1ccc(F)cc1)c1ccco1 (configuration not stated)	5%	30%	-27%	-11%	8%	18%[38.3 µM]	-30%
CC(C)NS(=O)(=O)c1ccc(OCC(=O)Nc2cccc3ccccc23)cc1	7%	1%	11%	?	12%	40%[activator][38.3 µM]	4%
COc1cccc(OCCn2c(C)c(/C=N/n3cnnc3)c3ccccc32)c1	-3%	6%	3%	4%	0%	1%[38.3 µM]	-27%
COC(=O)[C@@H]1CCCN1Cc1c(C(=O)N2CCOCC2)nc2c(C)cccn12	-10%	12%[9.22 µM]	-10%	?	5%	3%	16%[10 µM]
C=CCNC(=O)c1ccccc1NS(=O)(=O)c1ccc(SC)cc1	-7%	-2%	-5%	-3%	2%	26%[38.3 µM]	1%
Oc1ccc(-c2csc(-c3cccnc3)n2)c(O)c1	5%	-32%	-10%	1%	7%	3%	-118%[inhibitor]
CC1Cc2ccccc2N1C(=O)CCNS(=O)(=O)c1cccc2nsnc12 (configuration not stated)	-7%	-10%	2%	-5%	6%	11%[38.3 µM]	-12%
O=C(NC1CCCCC1)C(c1ccccc1)N(Cc1ccco1)C(=O)Cn1cnc2ccccc21 (configuration not stated)	-3%	-10%	2%	?	13%	26%	4%[1.9 µM]
CCOC(=O)c1c(NC(=O)C2=C(C)NC(=S)NC2c2ccc(CC)cc2)sc(C)c1C (configuration not stated)	6%	?	14%	0%	7%	-1%	0%[10 µM]
c1coc(CNc2nc(-c3ccncc3)cs2)c1	-9%	14µM*	3%	-6%	6%	-5%	-13%[10 µM]
CSc1ccc(C#N)cc1NC(=O)c1ccc(Cl)nc1	2%	17%	2%	-5%	13%	-10%	-17%
COc1ccc(NC(=O)c2cc(CC(C)C)on2)cc1OC	-11%	-17%	0%	-1%	-8%	26%[38.3 µM]	5%[10 µM]
O=C1c2ccccc2C(=O)N1CCCCN(C(=O)c1cc([N+](=O)[O-])ccc1Cl)c1ccc(Cl)cc1	-2%	2%	3%	-3%	10%	21%	6%[10 µM]
CC(C)[C@@H](CC(=O)N[C@@H]1CCCC[C@H]1C(=O)N[C@H](CC(=O)N[C@@H](CCC(=O)O)CC(=O)O)Cc1c[nH]c2ccccc12)NC(=O)C[C@H](CO)NC(=O)[C@@H]1CNCC[C@H]1N	-25%	/	/	/	3%	9%	-4%[1.9 µM]
Cc1ccc(OCc2cc(C(=O)Nc3ccccc3)oc2C)cc1	-3%	11%	-8%	?	9%	22%[38.3 µM]	2%[10 µM]
O=C1Nc2ccc(Br)cc2C1(O)Cc1ccncc1 (configuration not stated)	-5%	-19%	-5%	0%	-1%	19%[38.3 µM]	7%
COc1nc(OC)nc(N2CCC(C(=O)NCc3ccco3)CC2)n1	-5%	-1%	2%	-3%	2%	13%[38.3 µM]	-4%
Cc1ccc(C(=O)NC(=S)NNC(=O)CCN2CCOCC2)cc1	-5%	-24%	?	-3%	10%	-2%	-21%
COC(=O)c1nn(-c2ccc(OC)cc2)c(=O)cc1O	-8%	8%	1%	0%	2%	9%	-52%[inhibitor][10 µM]
O=C(NNC(=S)NC(=O)c1cccs1)c1ccc(NC(=O)c2ccccc2)cc1	-3%	?	-4%	5%	6%	-3%	/
Cc1ccc(NC(=O)CN2CCN(CCN=CC3=C(O)CC(C)(C)CC3=O)CC2)cc1	-3%	3%	5%	-4%	-3%	-8%[38.3 µM]	3%

Part of the list above in another layout.
compound,aGlu spleen mod,HTT aggregate,GAA glycogen,GAA inh,GoLoco inh red,IMPase Li cell,HTT cytoprotect
O=C(NNC(=S)NC(=O)c1cccs1)c1ccc(NC(=O)c2ccccc2)cc1,-3%,?,-4%,5%,6%,-3%,/
Cc1ccc(NC(=O)CN2CCN(CCN=CC3=C(O)CC(C)(C)CC3=O)CC2)cc1,-3%,3%,5%,-4%,-3%,-8%[38.3 µM],3%

The results go on.
SMILES	aGlu spleen mod	HTT aggregate	GAA glycogen	GAA inh	GoLoco inh red	IMPase Li cell	HTT cytoprotect
CCSc1nnc(-c2ccc(OC)cc2)o1	-1%	16%	2%	-5%	-6%	18%[38.3 µM]	-10%[1.9 µM]
NCCCC[C@H]1CNC(=O)C(=O)N1CCCCC1CCCCC1	2%	-10%[9.22 µM]	1%	/	4%	/	-5%[10 µM]
CC(C)CC(C(=O)OCC(=O)Nc1ncc(Cl)cc1Cl)N1C(=O)c2ccccc2C1=O (configuration not stated)	-1%	3%	-10%	0%	15%	-11%[38.3 µM]	-17%
Cc1nnsc1C(=O)Nc1cccc(Cl)c1C	-2%	-2%	9%	3%	-2%	8%	?
COc1cccc2c(SCC(=O)N/N=C/c3ccc(O)c(O)c3)cc(C)nc12	8%	?	3.1µM*	-9%	-8%	8%	/
CCCCN(C)CCNC(=O)CCNC(=O)Cn1ccc2ccccc2c1=O	1%	20%	7%	3%	-5%	3%	-20%
COC(=O)CSc1nc(C(C)C)nc2ccccc12	-2%	7%	6%	-9%	-10%	-25%[38.3 µM]	2%
Cc1ccc2c(c1)-c1ncc(C(=O)c3cc(Br)ccc3O)cc1CO2	3%	19%[9.22 µM]	5%[76.3 µM]	2%	0%	8%	-96%[inhibitor]

Assay outcomes as filed in PubChem.

These rows are one share of the data; rates above refer to the full screens.
